DAX1 inh-1 = blocks DAX1 repression of SF-1 activated StAR promoter | inhibition, % at 6.8 µM | AID 652010 | actives 1.1% (n = 370,000) | HEK293T StAR-luciferase reporter, SF-1/DAX-1 repression relief;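 active means inhibition above the mean over all tested compounds plus 3 SD, cut at about 3.6% in these data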;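 further: 0% = DAX-1 cells with DMSO and 100% = cells lacking DAX-1 with DMSO; higher inhibition means more luminescence from relief of DAX-1 repression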
NR1D1 modulator = modulators of human Rev-erb alpha DNA binding; Rev-erbα–FITC-DNA binding, fluorescence polarization, 90 min; P20393; actives 0.79% (n = 370,000); activity, % at 10 µM; AID 1259318;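 active means activity above about 14%, limit read from the data; passing the limit was not always enough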;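 further: 0% = DMSO wells with 35 nM protein and 100% = DMSO wells with 750 nM protein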
SMARCA2 act = increases SMARCA2 function in MMTV reporter cells; actives 1% (n = 370,000); activation, % at 9.1 µM; MG213 cells, MMTV-luciferase reporter, dexamethasone, overnight; AID 652017; in the data active means activation above about 7.8%;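 further: 0% = vehicle wells and 100% = reference activator wells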
ssDAF12 agonist = activates DAF-12 receptor from parasite S. stercoralis | actives 1% (n = 370,000) | activation, % at 6.8 µM | HEK293 ssDAF-12/GRIP1 lit1-tk-luc reporter, luminescence; % of 3 µM dafachronic acid response;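 active means activation above the mean over all tested compounds plus 3 SD, cut at about 0.9% in these data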;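 further: 0% = DMSO-only wells and 100% = 3 µM delta7-dafachronic acid wells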
DAX1 inh-2 = inhibits human nuclear receptor DAX1. HEK293 Gal4-DAX1 luciferase reporter, luminescence. inhibition, % at 6.75 µM. actives 0.99% (n = 340,000). AID 504766;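 active means inhibition above the mean over all tested compounds plus 3 SD, cut at about 4.2% in these data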;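 further: 0% = DAX1-transfected cells with DMSO and 100% = empty-vector control cells with DMSO; inhibition shows as a rise in luminescence from relieved DAX1 repression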
hgDAF-12 ag = activates the H. glycines DAF-12 receptor ligand-binding domain. HEK293 GAL4-hgDAF12 UAS-luciferase reporter, agonist luminescence; normalized to butyrate control. activation, % at 6.8 µM. actives 1.8% (n = 370,000). AID 687014;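 active means activation above a cutoff set at the mean of all screened compounds plus 3 SD, cut at about 10% in these data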;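 further: 0% = DMSO wells and 100% = sodium butyrate wells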
FXN GAA850 act = activators of GAA850 frataxin (FXN) promoter. actives 0.56% (n = 360,000). activation, % at 6 µM. HEK293 lucGAA850 FXN promoter luciferase reporter, 24 h; percent of 10 µM SAHA response;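 active means activation above the average of all compounds screened plus 3 SD, cutoff fixed separately per campaign, cut at about 7.5% in these data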;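 further: 0% = DMSO wells and 100% = 10 µM SAHA wells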
PG9 Ab binder = binds the HIV-1 gp120 antibody PG9 | TR-FRET gp120-PG9 antibody binding | inhibition, % at 6.7 µM | actives 0.43% (n = 360,000); in the data active means inhibition above about 8.5%
hcDAF12 agonist = activators of H. contortus DAF-12 nuclear receptor | HEK293 hcDAF-12 lit1-tk-luc reporter, luminescence; 0% DMSO, 100% Δ7-dafachronic acid | activation, % at 6.8 µM | actives 1.4% (n = 370,000);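 active means activation above the mean of all tested compounds plus 3 SD, cut at about 5.5% in these data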;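 further: 100% = response to 3 µM Δ7-dafachronic acid high control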
HGIII-sPLA2 inh = Inhibits HGIII-sPLA2 liposome hydrolysis, primary screen; Q9NZ20; QFRET BODIPY PC-A2 liposome hydrolysis, fluorescence; inhibition, % at 12.2 µM; actives 0.56% (n = 370,000); AID 743126;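 active means inhibition above mean plus 3 SD of compounds lying within the high and low control bounds, cut at about 19% in these data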;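 further: 0% = median of test compound wells and 100% = no enzyme DMSO wells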
PLCb3 inh = blocks human PLC-beta3 enzyme activity | Purified PLC-beta3, fluorogenic substrate, fluorescence | actives 0.18% (n = 370,000) | Q01970 | inhibition, % at 12.2 µM; in the data active means inhibition above about 11%;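 further: 0% = median of compound wells on plate and 100% = full blocker control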
Target sequence (Q01970 whole entry, looked up): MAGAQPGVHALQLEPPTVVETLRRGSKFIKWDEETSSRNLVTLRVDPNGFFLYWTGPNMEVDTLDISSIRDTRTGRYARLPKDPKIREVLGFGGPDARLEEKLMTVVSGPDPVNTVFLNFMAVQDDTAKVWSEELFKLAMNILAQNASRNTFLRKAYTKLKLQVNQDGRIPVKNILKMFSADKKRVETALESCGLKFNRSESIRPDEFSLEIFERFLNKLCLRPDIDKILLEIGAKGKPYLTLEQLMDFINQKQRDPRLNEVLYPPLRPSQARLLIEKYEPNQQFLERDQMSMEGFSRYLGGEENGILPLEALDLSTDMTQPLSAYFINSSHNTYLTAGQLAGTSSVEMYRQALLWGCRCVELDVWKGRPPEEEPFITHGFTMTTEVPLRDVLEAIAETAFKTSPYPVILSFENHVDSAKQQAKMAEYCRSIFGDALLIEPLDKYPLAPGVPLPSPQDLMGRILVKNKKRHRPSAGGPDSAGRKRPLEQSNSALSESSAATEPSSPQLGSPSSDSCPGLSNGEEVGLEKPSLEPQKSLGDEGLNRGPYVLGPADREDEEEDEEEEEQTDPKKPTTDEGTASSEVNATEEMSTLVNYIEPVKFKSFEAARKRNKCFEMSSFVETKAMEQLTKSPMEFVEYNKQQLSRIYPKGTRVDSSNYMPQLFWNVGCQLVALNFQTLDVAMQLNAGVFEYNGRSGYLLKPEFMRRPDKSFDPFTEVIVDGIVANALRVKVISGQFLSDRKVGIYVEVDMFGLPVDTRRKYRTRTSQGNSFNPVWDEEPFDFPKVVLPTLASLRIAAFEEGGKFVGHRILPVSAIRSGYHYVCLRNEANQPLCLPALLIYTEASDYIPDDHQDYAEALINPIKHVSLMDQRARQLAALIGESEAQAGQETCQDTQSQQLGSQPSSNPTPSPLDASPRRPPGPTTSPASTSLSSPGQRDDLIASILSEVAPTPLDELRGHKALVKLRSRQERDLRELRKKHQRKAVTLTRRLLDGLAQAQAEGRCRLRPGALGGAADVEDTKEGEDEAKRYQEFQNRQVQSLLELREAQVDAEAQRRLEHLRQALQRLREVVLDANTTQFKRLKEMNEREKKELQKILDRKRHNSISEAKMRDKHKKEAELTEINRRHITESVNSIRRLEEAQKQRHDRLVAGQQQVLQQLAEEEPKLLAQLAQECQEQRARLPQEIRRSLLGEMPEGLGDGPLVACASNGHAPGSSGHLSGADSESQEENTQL
Active calls of the source: *; . = no result given.

SMILES,NR1D1 modulator,hgDAF-12 ag,PLCb3 inh,PG9 Ab binder,HGIII-sPLA2 inh,DAX1 inh-2,ssDAF12 agonist,SMARCA2 act,FXN GAA850 act,DAX1 inh-1,hcDAF12 agonist
COc1ccc(CCC(C)N2CCC(CO)(Cc3ccccc3)CC2)cc1 (stereo not drawn),-1,-0.2,-3,0.4,-7,-0.4,-0.9,0,-1.2,-0.7,-0.5
CC1CN(C(=O)CCCN2C(=O)c3ccccc3C2=O)CC(C)O1 (stereo not drawn),3,-2.0,-6,1.0,8,-2.1,-0.9,-3,2.2,0.4,-0.7
Cc1cc(C)cc(-n2c(C)c3c(C)nnc(C)c3c2C)c1,3,-1.8,-121,-1.8,-7,-0.9,-1.2,-1,1.1,0.1,0.2
Cc1cccc(NCC(=O)N/N=C\c2c[nH]c3ccccc23)c1,-4,2.8,-3,-1.9,11,-0.1,-1.0,-4,-1.5,-0.6,1.5
Cc1ccc(NC(=O)CCC(=O)NNC(=O)c2ccco2)cc1C,0,-2.2,3,-1.4,-2,-0.1,-1.5,2,0.5,-0.3,-0.1
COc1ccc(S(=O)(=O)Oc2cccc(/C=N/N=C3/NC(=O)C(CC(=O)O)S3)c2)cc1 (stereo not drawn),-1,2.4,0,0.4,-7,0.0,-1.2,-3,1.1,0.0,-0.6
C=C1c2cc(C)ccc2NC(=O)N1c1ccccc1,0,2.7,-2,-1.6,-1,-1.1,-0.9,0,1.4,-0.2,0.0
Cc1ccc(S(=O)(=O)N2CCCOC2CNC(=O)C(=O)NC2CCCC2)cc1 (stereo not drawn),-1,1.2,-2,-1.1,0,0.1,-0.7,-4,0.3,-0.6,-0.6
COCCN1Cc2cccc(C(=O)Nc3c(C)cccc3C)c2C1=O,-3,1.9,5,-1.3,-4,2.5,-1.3,-1,0.8,-0.5,-2.9
CCC(=O)OCC(=O)[C@@]1(OC(=O)CC)[C@@H](C)C[C@H]2[C@@H]3CCC4=CC(=O)C=C[C@]4(C)[C@@]3(Cl)[C@@H](O)C[C@@]21C,2,-2.0,2,-1.0,-29,-0.3,-1.1,-6,-4.7,0.9,-3.4
CCc1nc(Nc2ccc(F)cc2)c2oc3ccccc3c2n1,4,-2.0,-143,-2.0,-5,0.6,-1.8,1,1.4,-0.7,-2.0
CCC12CN3CC(CC)(CN(C1)C3c1c(O)ccc3ccccc13)C2=O (stereo not drawn),14,1.8,1,2.3,6,-0.1,-1.0,0,0.8,-0.2,1.9
COc1ccccc1C(=O)NNC(=O)c1ccncc1,1,1.5,0,0.8,0,0.6,0.1,-1,2.0,0.2,1.8
Cc1ccccc1-c1nc(C#N)c(N2CCCCC2)o1,-1,4.5,-24,0.1,-3,0.8,-0.9,2,0.4,-0.3,-0.8
Oc1cccc(Oc2ncc(C(F)(F)F)cc2Cl)c1,-2,-1.6,-5,0.5,-24,-0.2,-1.6,-1,0.7,0.8,-0.2
Cc1nc(NC(=O)C23CC4CC(CC(C4)C2)C3)sc1Cc1ccc2c(c1)OCO2,-2,-0.2,-1,-1.4,7,-0.9,-0.9,-3,2.3,0.0,1.0
COc1ccc(/C=C/C(=O)NC(=S)NNC(=O)c2cccnc2)cc1,1,1.9,-14,-0.5,17,-0.9,-0.8,-4,1.3,1.1,4.4
O=C(CN1C(=O)NC2(CCCCCCC2)C1=O)NCc1ccccc1,-9,1.3,-2,0.1,-1,-0.8,-1.5,1,0.2,0.2,-0.3
S=c1nc(-c2ccccc2)n(CCCn2ccnc2)c2c1CCCC2,-9,-0.6,3,2.4,6,0.0,0.7,5,-1.8,0.9,-1.3
CC(C)C[C@H]1CN([C@@H](Cc2ccc(O)cc2)CN2CCC[C@@H]2CN2C(=O)C(=O)NC[C@@H]2Cc2ccccc2)C(=O)C(=O)N1CC1CCCCCC1,-3,-1.3,6,-3.2,-11,-0.8,-0.6,0,4.3,2.7,-0.9
Cc1cc(C(=O)Nc2c(F)cc(F)cc2Br)no1,-2,0.3,1,-1.8,5,0.6,-1.2,3,2.0,-0.4,-1.9
O=S(=O)(NCc1ccco1)N1CCOCC1,-3,2.4,-2,0.8,10,0.0,-1.3,-2,-0.6,0.1,-1.2
O=C(c1ccc([N+](=O)[O-])cc1)N1CCSC1c1cccc(Cl)c1 (stereo not drawn),-2,-3.7,1,-0.7,-8,-0.7,-1.5,-2,0.8,-0.4,-3.4
Cc1c(C)n(Cc2ccccc2)c2ncnc(NCCO)c12,4,-0.5,-9,-0.9,2,-1.7,-1.3,0,1.6,0.3,-2.5
CCOC(=O)c1c(C)[nH]c(C(=O)NNC(=O)c2ccccc2F)c1C,3,9.7,0,1.9,-9,1.9,-0.9,1,3.6,5.1*,2.1

DAX1 inh-1: hit marks shown above
SMILES | NR1D1 modulator | PLCb3 inh | PG9 Ab binder | HGIII-sPLA2 inh | DAX1 inh-2 | ssDAF12 agonist | SMARCA2 act | DAX1 inh-1 | hcDAF12 agonist
CCOC(=O)c1c(C)[nH]c(C(=O)NNC(=O)c2ccccc2F)c1C | 3 | 0 | 1.9 | -9 | 1.9 | -0.9 | 1 | 5.1* | 2.1

(next part)
SMILES,NR1D1 modulator,hgDAF-12 ag,PLCb3 inh,PG9 Ab binder,HGIII-sPLA2 inh,DAX1 inh-2,ssDAF12 agonist,SMARCA2 act,FXN GAA850 act,DAX1 inh-1,hcDAF12 agonist
Cc1ccc2c(O)c(Cc3ccccc3)c(=O)[nH]c2n1,4,0.6,-13,-1.5,1,3.1,-1.2,4,1.7,-0.3,-1.0
CCOC(=O)N1CCN(CCC(=O)Nc2cccc(C)c2)CC1,-3,-1.1,-6,-1.4,7,1.8,-1.2,-2,-0.4,0.2,-1.2
O=C(O)c1ccc2noc(-c3ccccc3)c2c1,-4,5.6,-12,-2.8,-2,0.8,-0.4,6,5.1,1.6,1.3
COC(=O)NNS(=O)(=O)c1ccc(C)cc1,2,-0.9,0,2.6,9,-0.1,-1.5,-3,-0.3,-0.4,-1.1
O=C(CN1CCC(n2nnc3cc(F)ccc32)CC1)N1CCc2ccccc2C1,6,-0.9,-3,-0.3,-8,-0.4,-1.5,-1,0.5,-1.0,-1.3
Cn1c(COc2cccc3ccccc23)nnc1SCC(=O)OC1CCCCC1,2,-2.3,-9,-2.1,-11,1.1,-1.9,1,2.2,0.3,-1.2
C[C@]12c3[nH]c4ccccc4c3CCN1C(=O)C(CC(=O)NCc1cccc(C(F)(F)F)c1)C[C@@H]2C(=O)N1CCOCC1 (stereo partly drawn),10,2.1,4,1.3,-9,1.3,-1.8,1,-2.9,-1.3,-1.7
COc1ccc(OC)c(C2C(C(N)=O)=C(C)Nc3nc(CCCO)nn32)c1 (stereo not drawn),-2,1.0,-4,0.1,-5,0.5,-1.3,-2,-0.5,0.3,-1.1
COc1ccccc1NC(=O)CSc1nnc(Cn2cnc3ccccc32)n1C,-5,-0.7,0,0.4,1,-1.3,-1.1,0,1.2,0.0,0.5
Cc1ccc(CSc2ncnc3c2cnn3-c2ccccc2)cc1,3,-1.2,-2,0.7,8,1.2,-2.1,1,3.0,-0.2,1.7
Cc1ccc(C)c(NC(=O)CSc2ccc(-c3cccs3)nn2)c1,-6,0.2,3,-4.5,-1,1.1,-1.0,7,1.3,0.0,2.5
O=C(CCN1CCN(c2ccccc2)CC1)NNC(=O)Cc1c(F)cccc1Cl,-5,-2.4,-3,-2.4,-4,1.6,-1.5,3,1.5,0.5,0.9
Cc1ccc(NC(=O)Cn2nnc(C(=O)NCc3cccs3)c2N)cc1Cl,3,-1.2,-6,-0.2,-4,0.4,-0.9,-1,0.2,0.2,0.7
CC1C(=O)N2CCCc3cc(NC(=O)C(=O)NCCc4c[nH]c5ccccc45)cc1c32 (stereo not drawn),1,1.2,-17,0.5,-60,1.0,-0.1,-3,-0.7,1.0,2.0
Brc1ccc([C@H]2C=C[C@H]3CCCN4CC[C@H]2[C@@H]3[C@]42CO2)cc1,6,-2.7,-3,0.1,5,.,-1.7,-3,.,-0.6,-1.9
CCOP(=O)(OCC)C(Nc1cccc(C(F)(F)F)c1)c1ccc(Br)cc1 (stereo not drawn),-6,-1.3,12*,0.6,-5,.,-1.6,-6,.,-1.1,-0.7
COCCCNC(=O)C[C@@H]1C[C@@]2(C(=O)OC)CC(C)(C)CC=C2N(CCc2ccc(OC)c(OC)c2)C1=O,-3,-0.8,4,1.5,-4,.,-1.2,-2,.,0.0,-0.2
O=S(=O)(NC(=NC1CCCC1)C(F)(F)F)c1ccccc1,0,1.7,0,-2.1,-4,-0.2,-1.0,2,-1.5,0.1,-2.1
CCOc1ccc(NC(=O)CN2CCN(Cc3c(F)cccc3F)CC2)cc1,-1,-1.4,-8,-3.4,-4,0.0,-0.5,-2,-0.2,-0.3,-1.6
CN(CC(=O)Nc1ccccc1Cl)C(=O)COC(=O)c1ccc(Cl)cc1[N+](=O)[O-],2,0.2,-9,-1.2,1,0.8,-0.5,-1,-0.8,0.2,4.0
Cc1ccc(Cl)cc1N1CCN(c2cccc[n+]2C)CC1,-7,-1.8,5,-1.3,11,-1.2,-2.1,-3,-2.4,-0.8,1.5
CCOc1cc(C)c(S(=O)(=O)N2CCCC2)cc1C,2,1.4,3,0.6,-2,-0.7,-1.3,-2,1.1,0.2,-0.7
CN(C)c1ccc(/C=C(\NC(=O)c2ccccc2)C(=O)NCc2ccncc2)cc1,-2,-1.9,-46,-12,10,-0.1,-1.6,-2,0.5,-0.3,-0.1
O=C1OCc2cccc3cccc1c23,4,-0.2,-340,1.3,0,0.5,-1.2,-1,4.5,0.7,-0.1
CCN1CCC(NCCc2ccc(F)cc2)CC1,5,2.4,-3,0.5,-1,0.0,-1.3,0,4.4,0.5,-0.3
O=C(CCN1C(=O)/C(=C/c2ccc3c(c2)OCO3)SC1=S)Nc1cccc(C(=O)O)c1,-3,1.2,0,-1.1,-10,1.4,-0.8,-2,-1.4,-0.3,-3.5
O=C(N/N=C/c1ccc(O)cc1O)/C(=C/c1ccccc1)CCO,-1,-9.2,-46,-1.6,-24,-2.1,-0.6,-1,-4.2,-1.8,-3.0

Among those listed so far, these have two or more sulfur atoms.
SMILES,NR1D1 modulator,hgDAF-12 ag,PLCb3 inh,PG9 Ab binder,HGIII-sPLA2 inh,DAX1 inh-2,ssDAF12 agonist,SMARCA2 act,FXN GAA850 act,DAX1 inh-1,hcDAF12 agonist
COc1ccc(S(=O)(=O)Oc2cccc(/C=N/N=C3/NC(=O)C(CC(=O)O)S3)c2)cc1 (stereo not drawn),-1,2.4,0,0.4,-7,0.0,-1.2,-3,1.1,0.0,-0.6
Cc1ccc(C)c(NC(=O)CSc2ccc(-c3cccs3)nn2)c1,-6,0.2,3,-4.5,-1,1.1,-1.0,7,1.3,0.0,2.5
O=C(CCN1C(=O)/C(=C/c2ccc3c(c2)OCO3)SC1=S)Nc1cccc(C(=O)O)c1,-3,1.2,0,-1.1,-10,1.4,-0.8,-2,-1.4,-0.3,-3.5

An unsorted share of the library. Share with any hit: about 7%.
